Mito fusion yeast – mitochondrial division inhibition or fusion activation; S. cerevisiae fusion-defective mutant growth rescue, CellTiterGlo 48 h; Potency, µM (titrated, usually from 46.1 µM), inactives show at the highest dose growth rescue (activation), usual class: activators; 320,000 tested, 0.23% active; AID 485298;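 further: potency means the concentration at half of the fitted maximal effect; % of control where 0% means no effect; nearly all actives have a fitted effect of over 45% in size; temperature-sensitive fusion mutants such as fzo1-1 at 37 °C on non-fermentable ethanol glycerol medium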
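Growth-rescue viability read-out: after 48 h at the non-permissive 37C in glycerol/ethanol YPEG, yeast mitochondrial fusion mutants are measured by CellTiterGlo luminescence; compounds (23 nl pinned per well) restoring growth score as division inhibitors or fusion activators.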
PTAP TSG101 blk – blocks PTAP/TSG101 interaction to inhibit HIV-1 budding; Fluorescence polarization, FITC-PTAP peptide / Tsg101 binding; 340,000 tested, under 10 active; Potency, µM (doses to about 115 µM), inactives show at the top dose activity change, negative = inhibition, most hits filed as inhibitors; active means well fitted inhibition curve with a large enough effect in the main read-out, with a control signal flat, not every such curve was filed as active; inconclusive means small, poorly fitted or top-dose-only effect, or effect the other way, or a change in a side signal; inactive means no such curve, though single readings can be large or run the other way; further: potency means the concentration at half of the fitted maximal effect; % of control where 0% means no effect
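FP read-out: FITC-PTAP peptide, 50 nM final, binding Tsg101 binding domain, 10 uM final; 20 min, r.t.; 10 mM HEPES pH 7.5, 0.15 M NaCl, 0.01% Tween 20, 3 mM EDTA, 0.1 mM TCEP.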
Eya2 phos inh – inhibitors of human Eya2 phosphatase activity. 330,000 tested, 0.006% active. Potency, µM (titrated, usually from 76.9 µM), inactives show at the top dose activity, negative = inhibition, usual class: inhibitors. O00167. recombinant Eya2, OMFP fluorescence dephosphorylation (OMFP is methylfluorescein phosphate). AID 488837; further: potency means the concentration at half of the fitted maximal effect; on the % scale 0 is the no-effect control and ±100 the full control effect
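Eya2 (0.2 uM) preincubated 10 min at ambient with compound, then OMFP substrate added at 50 uM; 10 min reaction in 50 mM HEPES pH 7.5, 50 mM NaCl, 5 uM MgCl2, 0.05% BSA, 1 mM DTT. Fluorescence read at Ex 485/Em 525 nm.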
TCR activator – activators of T cell receptors. primary human leukocytes, anti-CD3, IL-2 HTRF, 48 h. 330,000 tested, under 10 active. Potency, µM (series often up to 9.22 µM), for inactives: at the highest dose activation of IL-2 secretion, actives largely listed as activators; further: % of control where 0% means no effect
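TCR engagement came from a-CD3 beads alone, with compounds added to primary human leukocytes for 48 hr. Secreted IL-2 bridged europium cryptate- and d2-labelled anti-IL-2 antibodies, giving FRET emission at 665nm after 320nm excitation.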
B2AR arrestin – agonists driving beta-arrestin recruitment to human beta2-adrenergic receptor; P07550; beta-arrestin recruitment to beta2AR, cell-based reporter; Potency, µM (top dose mostly 46.1 µM), for the others: at the highest dose activation, usual class: activators; 330,000 tested, 0.02% active;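 further: potency means the concentration at half of the fitted maximal effect; 0% = DMSO controls and full agonism = EC100 isoproterenol or metaproterenol; nearly all actives have a fitted effect of over 65% in size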
Target sequence (P07550 whole entry, looked up): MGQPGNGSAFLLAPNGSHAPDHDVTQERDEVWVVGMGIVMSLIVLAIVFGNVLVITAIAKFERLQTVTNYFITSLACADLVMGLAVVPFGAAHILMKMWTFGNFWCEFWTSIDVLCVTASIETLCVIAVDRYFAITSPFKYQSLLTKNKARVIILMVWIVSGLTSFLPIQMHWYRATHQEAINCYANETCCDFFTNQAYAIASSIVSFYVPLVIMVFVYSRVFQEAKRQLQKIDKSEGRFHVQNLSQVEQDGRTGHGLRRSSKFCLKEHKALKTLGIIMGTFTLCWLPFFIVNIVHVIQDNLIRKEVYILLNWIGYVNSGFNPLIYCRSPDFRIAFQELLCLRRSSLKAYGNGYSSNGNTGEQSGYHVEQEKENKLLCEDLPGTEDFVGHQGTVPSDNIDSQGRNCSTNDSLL
ELG1 repair inh – inhibitors of ELG1-dependent DNA repair in HEK293T cells; HEK293T ELG1-luciferase reporter, luminescence, 16 h; DNA damage induced by 5-fluorouridine; Potency, µM (top dose mostly 46.1 µM), for the others: at the top dose activity change, negative = inhibition, actives largely listed as inhibitors; 330,000 tested, 2.3% active; AID 504467; further: potency means the concentration at half of the fitted maximal effect; on the % scale 0 is the no-effect control and ±100 the full control effect; nearly all actives have a fitted effect of over 55% in size
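Reporter activity after DNA damage by 5-fluorouridine is monitored. Compound-treated cells incubate 16 hr at 37 °C, then ONE-Glo is added for 30 min before luminescence reading.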
uPA generation – blocks generation of uPA at the cell surface; Potency, µM (highest dose often 38.3 µM), inactives show at the top dose activity change, negative = inhibition, hits mostly inhibitors; 330,000 tested, 0.31% active; cell surface uPA generation assay, qHTS; AID 540303; active means well fitted inhibition curve with a large enough effect; inconclusive means small, poorly fitted or top-dose-only effect; inactive means no such curve, though single readings can be large or run the other way; tested in mouse RAW 264.7 cells; further: potency means the concentration at half of the fitted maximal effect; on the % scale 0 is the no-effect control and ±100 the full control effect; nearly all actives have a fitted effect of over 55% in size
Chronic BCR inh – inhibitors of chronic active B-cell receptor signaling; AID 493014; ABC-DLBCL IkBa-CBG/CBR reporter, luminescence ratio, 4 h; Potency, µM (highest dose often 46.1 µM), for inactives: at the highest dose ratio change, negative = lower green/red ratio, hits mostly inhibitors; 340,000 tested, 0.05% active; active means well fitted inhibition curve with a large enough effect in the signal ratio, with a control signal flat, not every such curve was filed as active; inconclusive means small, poorly fitted or top-dose-only effect, or effect the other way, or a change in a side signal; the % refers to the signal ratio;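 further: potency means the concentration at half of the fitted maximal effect; plate controls were basal doxycycline-induced cells for no effect and cells given 10 µM MG132 for full effect; MG132 reads +100%, hits lower the ratio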
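TMD8 human ABC-DLBCL cells with doxycycline-inducible IκBα–green luciferase fusion and unfused red luciferase, in 0.5% FBS medium; compounds up to 46 uM, 4 h at 37C. Green/red luminescence ratio, filter-overlap corrected, fitted to concentration-response curves.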
TSHR antagonist – blocks TSH signaling through the human TSH receptor; TSHR-expressing cells, TSH-stimulated cAMP HTRF, 2 h; active compounds read low; AID 504810; activity change, negative = inhibition, % at 11.5 µM; P16473; 330,000 tested, 0.2% active;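 active means activity change below a set negative limit, meaning inhibition stronger than a set level, cut at about -70% in these data; inconclusive means activity change between two set negative limits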; further: on the % scale 0 is the no-effect control and ±100 the full control effect
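TSHR-expressing cells were treated with compounds, then stimulated with TSH at EC80 (4nM final) for 2 hours at 37 deg C. Cellular cAMP was measured by HTRF competition between lysate cAMP and cAMP-d2 for a cryptate-labelled anti-cAMP antibody.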
Tb PFK block – inhibitors of T. brucei phosphofructokinase; T. brucei PFK, ADP-Glo luminescence; AID 485367; 330,000 tested, 0.17% active; Potency, µM (series often up to 57.5 µM), without a hit: at the top dose activity, negative = inhibition, hits mostly inhibitors;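 further: potency means the concentration at half of the fitted maximal effect; 0% = uninhibited 1x PFK enzyme wells and -100% = no-enzyme wells; nearly all actives have a fitted effect of over 60% in size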
Target sequence (O15648 whole entry, looked up): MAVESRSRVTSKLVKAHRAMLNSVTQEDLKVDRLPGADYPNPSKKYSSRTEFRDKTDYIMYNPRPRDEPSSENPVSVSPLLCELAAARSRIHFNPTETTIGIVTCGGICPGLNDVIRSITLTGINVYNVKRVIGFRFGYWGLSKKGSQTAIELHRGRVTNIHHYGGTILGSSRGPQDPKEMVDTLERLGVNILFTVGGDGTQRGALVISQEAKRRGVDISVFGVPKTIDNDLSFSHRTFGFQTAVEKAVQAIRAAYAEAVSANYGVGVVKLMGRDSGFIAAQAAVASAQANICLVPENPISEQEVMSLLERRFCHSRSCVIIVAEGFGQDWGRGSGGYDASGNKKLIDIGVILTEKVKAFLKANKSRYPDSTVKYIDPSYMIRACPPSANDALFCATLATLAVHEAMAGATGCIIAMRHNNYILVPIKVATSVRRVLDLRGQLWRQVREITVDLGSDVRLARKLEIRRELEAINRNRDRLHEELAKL
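Luminescent ADP detection (ADP-Glo, two-step: ATP depletion then ADP-to-ATP conversion for luciferase) reported PFK activity after 45 min room-temperature reaction of 1.25 nM enzyme with 0.5 mM F6P and 0.1 mM ATP at pH 8.0.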
USP2a block – USP2a (human) protease inhibition. O75604. USP2 core, Ub-CHOP2 coupled fluorogenic reporter, 485/531. Potency, µM (top dose mostly 38.3 µM), inactives show at the top dose activity change, negative = inhibition, most hits filed as inhibitors. 330,000 tested, 0.01% active;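 further: potency means the concentration at half of the fitted maximal effect; plate controls were DMSO wells for no effect and full inhibition by NEM control for full effect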
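USP2 core (10nM final) preincubated 30min RT with compound in 20mM Tris-HCl pH 8.0, 2mM CaCl2, 2mM beta-mercaptoethanol, 0.05% CHAPS; 25nM Ub-CHOP2 plus 25nM reporter substrate added, fluorescence (Ex485/Em531) read after 60min.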
* hit, by the source's call; u = inconclusive; x = not tested or not shown; & = joins results of further samples; [ ] = remark or other dose. Unless noted, the call rests on the fitted dose curve; in most records, active means well fitted curve in the direction sought with a large enough effect; inconclusive means small, poorly fitted or top-dose-only effect, or another doubt; inactive means no such curve, though single readings can be large; an effect the other way counts as inactive or inconclusive.

Sequence of screens: Mito fusion yeast	PTAP TSG101 blk	Eya2 phos inh	TCR activator	B2AR arrestin	ELG1 repair inh	uPA generation	Chronic BCR inh	TSHR antagonist	Tb PFK block	USP2a block
1: COc1ccc(OC)c(C2=NOC(C(=O)NCC3CCCO3)C2)c1 (configuration not stated)
  5%	x	-7%	x	-0.7%	5%	10%	u	-43	0%	-1%
2: O=C(Nc1cc(Cl)ccc1Cl)c1ccco1
  -2%	-2%	10%	x	-0.6%	u	-3%	0%	35	-2%	0%
3: CS(=O)(=O)N(Cc1ccccc1)c1ccc(C(=O)NCCSc2ccccn2)cc1
  -5%	-3%	-29%	-8%[46.1 µM]	0.3%	-14%	-2%	3%	-2	-1%	-1%
4: COc1cc(C(=O)NCCC(C)C)ccc1OCc1ccc(Cl)cc1Cl
  25%	-3%	3%	0%[46.1 µM]	-1.0%	u	-7%	4%	-23	2%	-1%
5: CN1CCN(c2ccc(NC(=O)c3sc4ccccc4c3Cl)cc2)CC1
  8%	-3%	3%	-2%	-0.1%	u	-5%	1%	3	-3%	3%
6: COc1cccc(-c2onc3ccc(C(C)=O)cc23)c1
  8%	-4%	-2%	7%	-0.1%	5%	u	u	-11	-1%	-1%
7: CCn1c(CSc2ncccn2)nnc1SCC(=O)N1c2ccccc2CC1C (configuration not stated)
  1%	-15%	-13%	-4%	0.3%	2%	x	-1%	18	-6%	0%
8: COc1ccc(Cn2cccc(NC(=O)Nc3ccc(C#N)cc3)c2=O)cc1
  -3%	-1%	17%	0%	1.0%	u	-4%	u	-12	1%	-1%
9: COCCN(Cc1cc2cc3c(cc2nc1Cl)OCO3)C(=O)Nc1ccc(F)cc1
  8%	-15%	4%	6%	0.1%	u	10%	u	-5	-14%	-1%
10: Cc1[nH]c(=O)[nH]c(=O)c1/C=N/NC(=O)CCCCCNC(=O)OC(C)(C)C
  -1%	-2%	-4%	2%	-0.5%	1%	2%	u	-1	-4%	-2%
11: Cc1ccc(/C(N)=N/OC(=O)/C=C/c2ccccc2)cc1
  5%	-3%	14%	-13%	0.3%	u	-5%	8%	2	0%[0.46 µM]	3%
12: CCCCc1ccc(N2C(=NC(=O)C3CCCO3)SC3CS(=O)(=O)CC32)cc1 (configuration not stated)
  -9%	-1%	-4%	2%	-0.1%	-12%	4%	-1%	-10	-1%	2%
13: O=C(C1=C[C@@H]2[C@H]3C(=O)N(c4ccc(Cl)cc4)C(=O)[C@H]3[C@@H](C(=O)c3ccc(Cl)cc3)N2C=C1)c1ccccc1
  0%	0%	5%	6%[46.1 µM]	0.5%	8%	0%	0%	3	-2%	-1%
14: COc1ccc(-c2noc(-c3ccoc3C)n2)cc1OC
  1%	-2%	0%	1%	-0.1%	4%	u	22%	7	0%	1%
15: CCOC(=O)[C@H]1[C@H]2COc3ccc(OC)cc3[C@@H]2N2C(=O)[C@H](C)NC(=O)[C@@]12C
  -6%	x	-2%	-2%	0.0%	4%	-4%	0%	1	5%	1%
16: COc1cccc2c1[C@@H]1CN(CCCCn3c(=O)[nH]c4c(sc5ncc(-c6ccccc6)nc54)c3=O)C[C@@H]1CO2
  -50%&-10%[inhibitor]	-1%	-20%&-14%	-15%	-0.2%	-8%	-18%	u	-13&0	-2%	-5%
17: Cn1c(CCNC(=O)c2ccco2)nc2cc(NS(=O)(=O)c3ccc(Cl)cc3)ccc21
  3%	-3%	10%	-5%	-1.2%	u	5%	4%	14	1%	4%
18: O=C(CSc1ncnc2scc(-c3ccccc3)c12)N1CCN(Cc2ccc3c(c2)OCO3)CC1
  19%	-1%	-7%	-4%[46.1 µM]	0.0%	u	1%	-16%	-14	-1%	-6%
19: Cn1c(SCc2nc3ccccc3s2)nnc1-c1ccc2c(c1)OCO2
  1%	-2%	-6%	x	0.3%	26%	x	-21%	-6	0%	0%
20: Cc1cc(C)c(S(=O)(=O)N/N=C/c2ccc([N+](=O)[O-])o2)c(C)c1
  -9%	1%	15%	8%	0.4%	14%	-7%	-2%	13	-7%	2%

Reformatted with each value named: part of the list above.
[5] CN1CCN(c2ccc(NC(=O)c3sc4ccccc4c3Cl)cc2)CC1
  Mito fusion yeast: 8%
  PTAP TSG101 blk: -3%
  Eya2 phos inh: 3%
  TCR activator: -2%
  B2AR arrestin: -0.1%
  ELG1 repair inh: u
  uPA generation: -5%
  Chronic BCR inh: 1%
  TSHR antagonist: 3
  Tb PFK block: -3%
  USP2a block: 3%
[6] COc1cccc(-c2onc3ccc(C(C)=O)cc23)c1
  Mito fusion yeast: 8%
  PTAP TSG101 blk: -4%
  Eya2 phos inh: -2%
  TCR activator: 7%
  B2AR arrestin: -0.1%
  ELG1 repair inh: 5%
  uPA generation: u
  Chronic BCR inh: u
  TSHR antagonist: -11
  Tb PFK block: -1%
  USP2a block: -1%

Next section.
Sequence of screens: Mito fusion yeast	PTAP TSG101 blk	Eya2 phos inh	TCR activator	B2AR arrestin	ELG1 repair inh	uPA generation	Chronic BCR inh	TSHR antagonist	Tb PFK block	USP2a block
21: Cc1ccc(NC(=O)CC2OC(=O)c3ccccc32)cc1S(=O)(=O)N1CCOCC1 (configuration not stated)
  4%	-6%	7%	x	-0.1%	0%	-4%	u	-4	4%	0%
22: O=C(COC(=O)c1c(Cl)cccc1Cl)NC1CCCCC1
  u	2%	3%	3%	0.1%	-8%	1%	u	-14	2%	0%
23: CCOC1OC(=O)C(Cl)=C1Nc1ccc(C)cc1C (configuration not stated)
  6%	0%	-3%	5%[46.1 µM]	-0.8%	14%	-1%	7%	4	14%	4%
24: O=C(CNC(=O)c1ccncc1)N/N=C/c1ccc(Br)cc1
  -3%	-9%	6%	-4%	-0.6%	11%	-2%	-2%	-7	-3%	-1%
25: CCCCNc1ccc2c3c(cccc13)C(=O)N(CCCC)C2=O
  16%	u	u	1%	-1.1%	u	1%	u	-20	0%	u
26: CCn1nc(C(=O)Nc2cccc(C(F)(F)F)c2)c(Cl)c1Cl
  -3%	1%	-24%	0%	-0.3%	4%	3%	u	4	6%	-1%
27: CCn1c2ccccc2c2cc(NC(=O)CSc3nnc(-c4cccc(C)c4)o3)ccc21
  -5%	-7%	-2%	0%	0.3%	u	-4%	-7%	-3	0%	-7%
28: Cc1cc(-c2ccco2)n(CC(=O)NCCCc2ccccc2)n1
  -1%	-1%	3%	3%	0.2%	0%	1%	-5%	1	13%	2%
29: CCOC(=O)NC(=O)c1cn(CCNCCO)c(=O)[nH]c1=O
  2%	-3%	4%	1%	0.2%	-8%	7%	-1%	-8	-1%	14%
30: COc1ccc(O)c(/C=N\NC(=O)CCn2nnc3ccccc32)c1
  -6%	-2%	-2%	-2%	0.1%	u	-6%	u	6	1%	6%
31: O=C(Nc1nonc1NC(=O)c1cccs1)c1cccs1
  -5%	-4%	-19%	2%	-0.1%	4.1µM*	-10%	u	-30	1%	2%
32: c1ccc(-c2ccccc2OCCOCCN2CCOCC2)cc1
  -3%	-3%	-8%	-3%	-1.2%	16%	-2%	-2%	-25	u	-20%
33: CCCCCCCCNc1nc(Cl)nc(NCc2ccco2)n1
  -3%	-3%	1%	-4%[46.1 µM]	-0.5%	9%	-3%	-1%	9	3%	2%
34: Cc1c(C)c2ccc(OCC(=O)Nc3ccc(N4CCC(C)CC4)cc3)cc2oc1=O
  3%	-2%	-12%	2%	-0.2%	-6%	-8%	0%	-38	3%	4%
35: COc1ccccc1NC(=O)Cn1nc(C(F)(F)F)c2c1CCCC2
  10%	-5%	-16%	-6%	0.1%	-2%	x	-13%	7	23%	-7%
36: CCNC(=O)COC(=O)C1CCC(=O)N(c2ccc(OC)cc2)C1c1ccc(OC)cc1 (configuration not stated)
  -4%	-3%	9%	4%	-1.5%	u	1%	-3%	30	-1%	5%
37: Nc1ccccc1C(=O)N1O[C@@H]2C=C[C@H]1CC2
  x	0%	-9%	3%[46.1 µM]	-0.4%	u	12%	u	-6	-1%	1%

Screening results deposited in PubChem BioAssay by National Center for Advancing Translational Sciences (NCATS).
